Screening results: PubChem BioAssay, The Scripps Research Institute Molecular Screening Center
PAFAH1B3 inh: blocks human PAF acetylhydrolase 1B catalytic subunit 3 | Q15102 | recombinant PAFAH1B3, FP-rhodamine probe, fluorescence polarization | inhibition, % at 3.39 µM | 340,000 compounds, 0.28% hits | AID 492972;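 active = inhibition above the screen-wide average of all tested compounds plus 3 SD, cut at about 25% in these data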;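 also: 0% = enzyme with DMSO only and 100% = wells lacking PAFAH1B3 protein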
Target sequence (Q15102 whole entry, looked up): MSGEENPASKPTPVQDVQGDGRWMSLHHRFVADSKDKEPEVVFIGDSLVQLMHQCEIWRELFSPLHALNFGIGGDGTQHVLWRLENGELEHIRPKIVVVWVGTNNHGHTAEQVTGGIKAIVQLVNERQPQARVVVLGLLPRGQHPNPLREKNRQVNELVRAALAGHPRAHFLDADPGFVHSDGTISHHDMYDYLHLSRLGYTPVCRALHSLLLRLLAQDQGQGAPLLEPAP
pPAFAH FP inh: pPAFAH (human) enzyme inhibition; Q13093; recombinant pPAFAH, FP-rhodamine probe fluorescence polarization; inhibition, % at 3.39 µM; 330,000 compounds, 1.5% hits; AID 463082;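 active = inhibition above the mean inhibition across the screen plus 3 SD, cut at about 25% in these data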;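 also: inhibitors block binding of the rhodamine activity-based probe so polarization drops; 0% = enzyme with DMSO and 100% = wells lacking pPAFAH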
PME-1 primary: PME-1 (human) inhibition. Q9Y570. recombinant PME-1, FP-Rh probe fluorescence polarization. inhibition, % at 5.9 µM. 320,000 compounds, 0.53% hits;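 active = inhibition above the campaign mean of all compounds plus 3 SD, cut at about 26% in these data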;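 also: competitive labeling of PME-1 active site by serine hydrolase directed probe; 0% = PME-1 with DMSO and 100% = wells lacking PME-1 enzyme; inhibitors block probe labeling so polarization falls and inhibition rises; many of its hits are not listed in these tables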
Target sequence (Q9Y570 whole entry, looked up): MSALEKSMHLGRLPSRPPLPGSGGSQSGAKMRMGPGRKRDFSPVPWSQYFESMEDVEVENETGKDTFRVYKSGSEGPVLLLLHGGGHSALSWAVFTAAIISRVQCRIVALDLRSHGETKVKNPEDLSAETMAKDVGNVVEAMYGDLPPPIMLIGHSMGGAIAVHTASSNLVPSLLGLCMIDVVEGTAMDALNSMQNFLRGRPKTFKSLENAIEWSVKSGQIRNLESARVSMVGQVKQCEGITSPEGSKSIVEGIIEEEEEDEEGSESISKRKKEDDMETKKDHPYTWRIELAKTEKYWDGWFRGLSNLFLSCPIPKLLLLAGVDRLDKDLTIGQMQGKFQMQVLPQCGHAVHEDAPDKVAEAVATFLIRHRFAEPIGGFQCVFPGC
LYPLA1 counter: blocks human lysophospholipase 1, a PME1 counter-screen. recombinant LYPLA1, FP-Rh probe fluorescence polarization. 320,000 compounds, 0.16% hits. O75608. inhibition, % at 5.9 µM;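 active = inhibition above the mean of all tested compounds plus 3 SD, set per campaign, cut at about 14% in these data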;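 also: inhibitors block serine hydrolase probe labeling of LYPLA1 so polarization falls; 0% = enzyme with DMSO and 100% = wells lacking LYPLA1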
GSTO1 inh: counter-screen for RBBP9 inhibitors: inhibitors of human GSTO1; P78417; recombinant GSTO1, activity-based probe fluorescence polarization; inhibition, % at 5.96 µM; 300,000 compounds, 1.1% hits; AID 1974;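 active = inhibition above the campaign mean inhibition plus 3 SD, cut at about 35% in these data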;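 also: 0% = GSTO1-1 with DMSO and 100% = wells lacking GSTO1-1 enzyme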
Target sequence (P78417 whole entry, looked up): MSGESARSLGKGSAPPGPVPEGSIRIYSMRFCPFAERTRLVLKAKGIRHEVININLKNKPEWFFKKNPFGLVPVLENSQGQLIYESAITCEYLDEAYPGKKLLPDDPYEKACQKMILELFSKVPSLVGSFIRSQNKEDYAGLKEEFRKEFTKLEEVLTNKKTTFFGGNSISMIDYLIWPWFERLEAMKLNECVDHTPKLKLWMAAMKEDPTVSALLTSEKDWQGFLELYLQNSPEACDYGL
PAFAH1B2 FP inh: blocks human PAF acetylhydrolase 1b catalytic subunit 2. inhibition, % at 3.39 µM. 340,000 compounds, 1.2% hits. AID 492953. recombinant PAFAH1B2, FP-rhodamine activity probe, fluorescence polarization;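 active = inhibition above the mean of all tested compounds plus 3 SD, cut at about 24% in these data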;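 also: 0% = enzyme with DMSO and 100% = wells lacking PAFAH1B2; many of its hits are not listed in these tables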
PAD4 FP inh: inhibitors of human PAD4; inhibition, % at 6.36 µM; 330,000 compounds, 0.41% hits; Q9UM07; recombinant PAD4, RCA probe fluorescence polarization;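 active = percent inhibition above a cutoff equal to the mean of all tested compounds plus 3 SD, cut at about 15% in these data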;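 also: 0% = PAD4 with RCA probe and DMSO and 100% = probe without PAD4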
Fam108B counter: blocks mouse Fam108B hydrolase in RBBP9 counter-screen; recombinant Fam108B, FP-Rh probe fluorescence polarization; inhibition, % at 9.51 µM; 300,000 compounds, 0.33% hits;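 active = inhibition above the screen mean inhibition plus 3 SD, computed separately per campaign, cut at about 18% in these data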;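 also: inhibitors lower polarization as less probe binds the enzyme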
PAFAH2 FP inh: inhibitors of human PAFAH2; Q99487; recombinant PAFAH2, FP-rhodamine activity probe, fluorescence polarization; inhibition, % at 3.39 µM; 340,000 compounds, 0.99% hits; AID 492956;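 active = inhibition above the mean over all tested compounds plus 3 SD, cut at about 30% in these data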;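 also: inhibitors block probe labeling of enzyme so polarization drops; 0% = enzyme with DMSO and 100% = wells lacking PAFAH2 protein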
Starred values were filed as active, the others as inactive; nt = not tested or not shown. Only part of the results is shown (hit frequency here may not be typical).

SMILES	PAFAH1B3 inh	pPAFAH FP inh	PME-1 primary	LYPLA1 counter	GSTO1 inh	PAFAH1B2 FP inh	PAD4 FP inh	Fam108B counter	PAFAH2 FP inh
Cn1c2c(c3ccccc31)CCN1CCC[C@]21c1ccccc1	1	5	-3	1	1	2	4	6	1
Cc1nnc(SCC(=O)Nc2c(Cl)cccc2Cl)n(N)c1=O	-1	2	2	-2	10	4	0	1	-3
CC(C)C(=O)Nc1cccc2nsnc12	-3	7	1	4	34	3	-7	1	-1
C[C@@]12CCC=C[C@H]1[C@H](c1ccoc1)N(Cc1ccccc1)C2=O	6	2	8	2	2	10	5	0	7
O=C(NC1CCNCC1)C1CC1	8	5	3	-3	8	-3	-3	-6	5
NC(=O)CC(NC(=O)Cc1ccc(Br)cc1)c1ccc(N2CCC(Br)CC2)c([N+](=O)[O-])c1 (stereo not drawn)	4	26*	-15	-9	1	-2	3	-1	-3
CCCCCOC(=O)NC1CCS(=O)(=O)C1 (stereo not drawn)	14	-4	-5	-3	-8	1	-3	3	2
COc1ccc(C2NCCO2)cc1OC (stereo not drawn)	8	2	9	0	-1	0	0	1	-4
Cc1ccc(S(=O)(=O)Nc2ccc(S(=O)(=O)N3CCCC3)cc2)cc1	8	-3	1	-6	8	4	-4	-6	0
COC(=O)c1cc(OC)c(OC)cc1NC(=O)CC1CCCCC1	4	0	-2	1	-3	-3	0	-2	6
CCOc1cc(CNC(C)(C)C)ccc1OCC(=O)Nc1cccc(C(F)(F)F)c1	7	-7	-8	-1	4	3	-3	-4	3
CCn1c(O)c(N=NC2=NC(=O)CS2)c2ccccc21	2	13	10	2	-69	16	1	7	5
Cc1ccccc1C(=O)NC1CC2CCCC(C1)N2Cc1ccccc1 (stereo not drawn)	0	0	5	0	5	1	1	-1	0
O=C(CCS(=O)(=O)c1ccccc1)Nc1ccccc1-c1nc2ccccc2s1	6	-2	0	-2	2	0	2	-1	-6
Cc1ccc(N(C(=O)Cc2cccs2)C2C=CS(=O)(=O)C2)cc1Cl (stereo not drawn)	2	2	2	1	0	8	1	1	12
Cc1cccc(/C=N/NC(=O)c2ccc(NC(=O)c3ccccc3C)cc2)n1	-2	-2	-3	-4	1	-1	-3	0	-2
CC1CC(C)CN(CCCNC(=O)C2CCCN(c3nnc(N4CCCC4=O)s3)C2)C1 (stereo not drawn)	11	2	-1	0	-6	-4	3	-4	2
CN(C(=O)c1sc2nc(N3CCCC3)c3c(c2c1N)CC(C)(C)OC3)c1ccccc1	4	15	3	1	8	6	1	-4	7
Cc1cc(C)cc(OC(C)C(=O)NCCCn2ccnc2)c1 (stereo not drawn)	1	4	3	-1	11	0	5	1	-1
Cc1ccc(C)c(S(=O)(=O)N2CCC(c3nc4c(nnn4Cc4ccc5c(c4)OCCO5)c(=O)[nH]3)CC2)c1	-11	-6	-17	-24	-5	-5	-11	-22	0
Cc1ccc(NC(=O)COc2ccc(S(=O)(=O)N3CCOCC3)cc2)cc1	0	4	-6	-1	3	7	-3	1	-5
O=C(NCCCn1ccnc1)Nc1ccc(Cl)c(Cl)c1	8	0	-4	-5	-2	1	-1	-1	1
C=CCn1c(SC2CCOC2=O)nc2scc(C3CC3)c2c1=O (stereo not drawn)	12	13	7	-4	1	2	2	6	1
CCOC(=O)c1ccc(COC(=O)c2cc(=O)[nH]c3ccccc23)o1	3	0	2	1	-9	0	-5	12	-3
CCN1C(=O)/C(=C\c2cccs2)C(C(=O)OC)=C1C	4	1	5	3	6	1	0	6	7
O=C(COc1ccc(Cl)cc1)Nc1cnn(Cc2c(Cl)cccc2Cl)c1	3	0	-2	-4	-1	2	-2	4	5
COCCCNC(=O)CC(NCCCOC)C(=O)O (stereo not drawn)	12	9	-5	2	4	-1	-2	0	-1
NNc1ccc2nnc(C(F)(F)C(F)(F)C(F)(F)F)n2n1	6	5	-5	-3	-3	2	-7	-2	-4
Cc1ccc(N2C(=O)N(c3ccc(C)cc3)C3CS(=O)(=O)CC32)cc1 (stereo not drawn)	6	-1	5	3	2	2	-5	0	8
O=C(O)c1c(Cl)cccc1Cl	0	2	2	0	nt	4	-8	nt	-1
CCc1ccc(CCC(=O)Nc2ccc(OC)cc2)o1	4	6	-8	3	9	3	0	1	7
CC[C@]12c3[nH]c4cc(-c5ccco5)ccc4c3CCN1C(=O)[C@@H](CC(=O)NCCN1CCOCC1)C[C@@H]2C(=O)N1CCN(C(=O)c2ccco2)CC1	8	8	nt	nt	nt	4	4	nt	-2
CNC(=S)NNC(=O)COc1ccccc1C	17	0	-10	0	7	3	4	-1	0
Cc1cccc(NC(=O)c2nc[nH]c2C(=O)N2CCC(C)CC2)c1	13	4	0	2	nt	4	-2	nt	0
CC(C)(C)C1CCC(=NNC(=S)NCc2ccccc2)CC1 (stereo not drawn)	5	6	3	-3	2	3	2	6	3
COC(=O)N(NC(=O)C(O)(CCC(C)C)CCC(C)C)c1ccccc1	3	0	4	-4	7	6	2	-2	4
COc1ccccc1C1C(C(=O)NCc2ccccc2)=C(C)Nc2ncnn21 (stereo not drawn)	-1	0	0	2	-2	4	2	-3	0
COc1cc(/C=N\NC(=O)c2cccc(Cl)c2)ccc1Oc1ccc([N+](=O)[O-])cn1	-5	3	-18	-21	-12	8	1	-15	2
O=C(Cn1nnc2ccccc21)c1cccc([N+](=O)[O-])c1	3	7	-1	-2	2	0	-1	-1	1
COCCn1c(SCC(=O)Nc2nnc(C)s2)nnc1-c1ccncc1	0	4	3	1	4	-5	-2	1	-1
C=CC[C@H](CC(=O)NCCO)C(=O)N[C@H](COC(=O)[C@@H](CC=C)CC(=O)OC(C)(C)C)Cc1c[nH]c2ccccc12	6	1	nt	nt	nt	9	5	nt	0
Cc1oc2cc(OCC(=O)O)ccc2c(=O)c1Oc1ccccc1	4	2	0	-2	3	-2	-1	-4	-6
Cc1ccc(S(=O)(=O)N2CCOCC2)cc1C(=O)NC(=S)N1CC(C)CC(C)C1 (stereo not drawn)	4	4	0	-1	10	11	-1	-2	-3
O=C(NCCc1cccc(F)c1)C1CCCN(c2nc3ccccc3s2)C1 (stereo not drawn)	8	10	1	2	-3	2	-7	-3	-3
NS(=O)(=O)c1cccc(NC(=O)CSc2nc3nc(-c4cccs4)cc(C(F)(F)F)c3c(=O)[nH]2)c1	-5	1	-7	-7	-50	-3	-1	-14	4
N/C(=N\OC(=O)COc1ccccc1Cl)c1ccc(Cl)cc1	2	-3	-16	-5	-5	6	-8	-5	-2
CCn1c(N2CCN(S(=O)(=O)c3ccc(OC)cc3)CC2)nc2ccccc21	3	6	11	2	-7	1	4	3	-3
O=C(COC(=O)/C=C/c1nc2ccccc2s1)Nc1cccc(Cl)c1Cl	-1	2	-4	0	3	-3	-4	2	4
CCC(=O)N1CCN(c2ccccc2NC(=O)c2ccc(OC)c(Cl)c2)CC1	4	4	-9	-1	-7	2	-1	1	5
CC(C)c1ccc(NC(=O)c2cccc(NC3=NC4CS(=O)(=O)CC4S3)c2)cc1 (stereo not drawn)	3	4	1	-5	5	5	2	-3	5
CCN(CC)C(=O)c1ccc(CS(=O)(=O)c2ccc(OC)cc2)o1	-2	3	1	-2	5	0	2	2	4
COc1ccc(C(=O)Nc2ccc(C(=O)NCCc3ccccc3)cc2)cc1	-4	-5	-8	-2	-3	-3	1	-8	-6
Cc1c(NC(=O)c2cc(CC(C)C)on2)c(=O)n(-c2ccccc2)n1C	-6	6	4	-1	2	2	-3	-1	4
CCN(CC)c1ccc(C(=O)N/N=C(\C)c2cccc(OC)c2)cc1	1	6	3	0	-3	2	-2	0	1
Cc1ccc2nc(Cl)c3nnnn3c2c1	-3	2	0	1	-14	0	22*	-3	-1
CSc1ccc(NS(=O)(=O)c2ccc(-n3cnnn3)cc2)cc1	7	8	2	-2	26	3	0	2	2
N#Cc1nc(-c2cccs2)oc1N1CCOCC1	1	1	-1	2	4	-3	1	3	-8
CCOC(=O)C1=CN(Cc2cccc(-c3ccc(Cl)nc3)c2)S(=O)(=O)N(C)C1C (stereo not drawn)	4	3	nt	nt	nt	3	2	nt	3
Cc1ccc(C(=O)N/C(=C\c2ccco2)C(=O)NCc2cccnc2)cc1	6	9	1	6	7	-2	-2	1	2
O=C1CCC(C(=O)Nc2ccccc2N2CCOCC2)=NN1	8	3	-4	0	-8	-3	-7	-1	1

Next section:
SMILES	PAFAH1B3 inh	pPAFAH FP inh	PME-1 primary	LYPLA1 counter	GSTO1 inh	PAFAH1B2 FP inh	PAD4 FP inh	Fam108B counter	PAFAH2 FP inh
COc1ccc(CNC(=O)CN(C(=O)c2snc(C(N)=O)c2N)c2cccc(F)c2)cc1	3	6	-3	0	-1	6	-2	2	-11
O=C1/C(=C/c2ccncc2)SC(=S)N1C1CCCCC1	9	2	-7	2	2	0	-10	1	-1
O=C(Nc1cccc(Br)c1)c1ccc2c(c1)SC1=NS(=O)(=O)CCN12	-6	1	-4	-9	nt	0	-2	nt	2
COc1cc(S(=O)(=O)N(Cc2cccc(OC)c2OC)CC2CCCO2)ccc1-n1cnnn1 (stereo not drawn)	8	4	-2	1	6	1	-6	-3	-5
Cc1cccc(OCc2nnc(SCC(=O)Nc3nccs3)o2)c1	22	7	-3	1	-7	6	6	0	-1
COc1ccc(S(=O)(=O)N2CCN(Cc3ccc4c(c3)OCO4)CC2)cc1	4	1	1	-1	2	4	-3	2	15
COc1ccc(C(=O)N[C@H](C(=O)Nc2sccc2C(N)=O)C(C)C)cc1	8	-1	-2	2	6	3	-2	5	4
O=C(NCCc1ccccc1)C(=O)N/N=C/c1ccccc1C(F)(F)F	4	1	0	-2	9	2	-4	-4	6
CCOC(=O)CSc1nc2sc3c(c2c(=O)n1-c1ccccc1)CCN(C)C3	0	5	-4	-4	-2	-2	1	-6	9
Cc1nc(-c2nnc(SCC(=O)Nc3cc(Cl)cc(Cl)c3)n2C)cs1	-2	1	-1	2	2	11	3	-1	7
Cc1nc2cc(N=NC3=C(O)CCCC3=O)ccc2s1	1	3	0	2	8	4	-2	0	2
O=C(COC(=O)C1CCN(c2ccc(C(F)(F)F)cn2)CC1)NCCc1ccccc1	12	10	-3	1	-5	6	1	0	11
CC[C@]12c3[nH]c4ccc(OC)cc4c3CCN1C(=O)C(CC(=O)NCCCOC)C[C@@H]2C(=O)N1CCN(C(=O)C2CC2)CC1 (stereo partly drawn)	7	3	nt	nt	nt	2	6	nt	-5
Cc1cccc(N=C2NC(=O)/C(=C\c3cccs3)S2)c1	-2	16	-8	-3	-41	2	-11	-4	3
COC(=O)[C@@]1(C)[C@H]2C(=O)N(C)C(=O)[C@H]2[C@H]2CN=C(SCc3ccccc3)N21	10	4	nt	nt	nt	4	5	nt	1
O=C(Cn1c(=O)[nH]c2ccsc2c1=O)N1CCN(c2ccc(F)cc2)CC1	nt	10	-9	2	-1	nt	2	3	nt
CCC1CCCCN1C(=O)c1cc2cc(Br)ccc2oc1=O (stereo not drawn)	2	5	5	1	3	4	-2	-3	-1
CC(C)C[C@H]1CN=C(Nc2ccccc2)N1CCCCc1ccccc1	7	1	0	-1	3	2	1	1	1
O=C(NC(=S)Nc1cc([N+](=O)[O-])ccc1O)C1CC1	5	8	1	4	-9	8	-1	5	3
